Source: PubChem BioAssay
RBX1-CUL1 inh – human ROC1-CUL1 E3 ligase inhibition; P62877+Q13616; in vitro K48 di-Ub FRET, acceptor:donor ratio, 45 min; inhibition, % at 10 µM; hit rate 0.6% among 140,000; in the data active means inhibition above about 25%
Target sequence (P62877 whole entry, looked up): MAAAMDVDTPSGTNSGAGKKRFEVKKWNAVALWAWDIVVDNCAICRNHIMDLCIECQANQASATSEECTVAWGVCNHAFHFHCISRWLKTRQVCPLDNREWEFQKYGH
Target sequence (Q13616 whole entry, looked up): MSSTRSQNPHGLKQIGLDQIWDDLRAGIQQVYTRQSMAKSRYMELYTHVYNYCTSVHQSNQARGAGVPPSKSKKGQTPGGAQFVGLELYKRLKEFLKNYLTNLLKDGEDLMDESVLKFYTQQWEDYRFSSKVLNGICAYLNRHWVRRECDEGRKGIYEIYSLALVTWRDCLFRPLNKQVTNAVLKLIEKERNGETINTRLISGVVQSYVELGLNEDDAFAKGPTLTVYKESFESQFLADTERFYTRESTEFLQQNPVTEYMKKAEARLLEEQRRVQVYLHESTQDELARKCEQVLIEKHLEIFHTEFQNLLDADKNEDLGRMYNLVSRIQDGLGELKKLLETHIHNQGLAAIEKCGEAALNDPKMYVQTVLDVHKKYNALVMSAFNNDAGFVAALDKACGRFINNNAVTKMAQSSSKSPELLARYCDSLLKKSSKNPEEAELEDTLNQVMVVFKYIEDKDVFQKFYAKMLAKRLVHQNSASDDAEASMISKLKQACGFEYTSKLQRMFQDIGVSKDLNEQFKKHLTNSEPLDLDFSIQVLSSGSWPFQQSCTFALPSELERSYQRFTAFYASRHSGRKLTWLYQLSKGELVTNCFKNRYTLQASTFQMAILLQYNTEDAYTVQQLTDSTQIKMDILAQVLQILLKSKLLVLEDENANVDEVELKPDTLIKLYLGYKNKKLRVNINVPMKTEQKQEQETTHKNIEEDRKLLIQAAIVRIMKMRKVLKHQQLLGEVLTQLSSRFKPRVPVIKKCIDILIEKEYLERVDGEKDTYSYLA
The depositor's hits bear a star. An excerpt; count on the stated rates, not on these rows.

RBX1-CUL1 inh | mol
2.0 | CC(CNC(=O)CN1C(=O)COc2ccc(S(=O)(=O)N3CCCCCC3)cc21)c1ccccc1 (stereo not given)
-1.6 | Cc1sc2nc[nH]c(=O)c2c1-c1ccccc1
3.3 | CN1CCN(C(=O)c2cc3nc(-c4cccs4)cc(C(F)(F)F)n3n2)CC1
-2.1 | CCOC(=O)c1c(C)[nH]c(C=C2C(=O)CCCC2=O)c1O
3.2 | O=C1CCCc2ccc(Cl)cc21
2.1 | CC(C)Oc1ccc(C2CC(=O)N(c3cccc(Br)c3)C2=O)cc1 (stereo not given)
5.0 | FC(F)(F)c1cccc(-c2nn3c(Cc4ccccc4)nnc3s2)c1
6.6 | Cc1ccc(Cl)cc1NC(=O)c1ccc(NC(=O)N2CCSc3ncccc32)cc1
0.8 | Cc1ccc(-c2cc(CC(=O)c3c(O)cc(O)cc3O)[nH]n2)cc1
3.6 | COc1cccc(N2CCN(C(=O)C3CCCN(S(=O)(=O)c4ccc(Br)s4)C3)CC2)c1 (stereo not given)
4.9 | COc1ccc(OCC(=O)Nc2cccc(-c3nc4ccccc4c(=O)o3)c2)cc1
-8.7 | CCOc1ccc(-c2cc(CCCC(=O)NCCc3cc(OC)c(OC)c(OC)c3)no2)cc1
-1.6 | CC(C)COC(=O)C(C)Oc1ccc2c(=O)c(Oc3ccccc3Br)c(C(F)(F)F)oc2c1 (stereo not given)
1.9 | O=C(NC(=S)Nc1cc(Cl)cc(Cl)c1)c1ccc(Cl)cc1
4.5 | COc1ccc(/C=N/NC(=O)C(C)N(c2ccccc2)S(C)(=O)=O)cc1[N+](=O)[O-] (stereo not given)
-3.3 | COc1cccc(C(=O)Nc2ccccc2Br)c1
-6.4 | Fc1cc2[nH]c(=S)n(Cc3ccccc3)c2cc1F
2.7 | O=C1NC(=S)NC(=O)C1=Cc1cc2c(cc1Cl)OCO2
-3.9 | COc1ccccc1NC(=O)CSc1nc2sc3c(c2c(=O)n1-c1ccc(C)cc1)CCCC3
-1.2 | O=C(Cc1ccccc1)NC(Nc1nccs1)(C(F)(F)F)C(F)(F)F
1.9 | C=CCSc1cc(C(F)(F)F)nc(-c2ccccn2)n1
5.8 | CCCSc1nnc(Cc2ccccc2)c(=O)[nH]1
-7.1 | O=C(O)CN(CC(=O)O)Cc1ccc(O)cc1O
6.1 | O=C1CN(C(=O)c2ccc(S(=O)(=O)N3CCCCC3)cc2)C(c2ccc(F)cc2)c2cc(F)ccc2N1 (stereo not given)
-7.2 | O=C(C1CCN(S(=O)(=O)c2ccc(Br)s2)CC1)N1CCN(c2ccccc2)CC1
-8.7 | Cc1ccc2oc(Nc3ncc(C(=O)Nc4ccccc4C)c(C)n3)nc2c1
-6.2 | O=C(c1ccc(Cl)c(Cl)c1)N1CCN(c2ccccn2)CC1
13.9 | CCc1cc2c(=O)n(CC(=O)Nc3ccc(OC)cc3)cnc2s1
-3.3 | Cc1cc(=O)[nH]c(N/N=C/c2cccc3nc4ccccc4nc23)n1
-2.2 | c1cncc(CN2CCC(C3CCN(c4cnc5ccccc5n4)C3)CC2)c1 (stereo not given)
-0.3 | O=C1CN(C(=O)COc2ccc(Cl)cc2Cl)C(c2ccccc2)c2cc(F)ccc2N1 (stereo not given)
3.9 | Cc1ccc(NCc2nnc(SCC(=O)Nc3ccc(Br)cc3)o2)c(C)c1
5.4 | NS(=O)(=O)c1ccc(NC(=S)NC2CCCCCC2)cc1
-3.4 | COc1cc(OC)c(NC(=O)c2sc3nc4c(cc3c2N)CCCCCC4)cc1Cl
-0.5 | CC1=NN(c2ccc(F)cc2)C(=O)/C1=C/c1ccc2c(c1)n(C)c(=O)n2C
-8.0 | CCOc1ccc(Cn2c(=O)oc3ccc(C)cc32)cc1OC
5.7 | O=C(NN1C(=O)C2C3C=CC(C4CC34)C2C1=O)c1ccc(Cl)cc1 (stereo not given)
1.9 | COc1cccc(C(=O)c2sc3nc4c(c(-c5cccnc5)c3c2N)CCCC4)c1
-11.8 | C=CCCCCc1nc2ccccc2c(=O)n1N
-8.6 | NC(=O)N/N=C/c1ccc(O)cc1
0.3 | CCCS(=O)(=O)Nc1cccc(-c2cn3ccsc3n2)c1
-1.5 | COc1ccc2c(c1)OC(C)CN(C(=O)c1ccc(C(F)(F)F)cc1)C2 (stereo not given)
-8.4 | COC(=O)C1=C(C)N(c2cccc(C(F)(F)F)c2)C(=O)/C1=C\c1cc(C)n(-c2ccc(OC)c(Cl)c2)c1C
1.6 | Cc1ccc(-n2c(=O)[nH]c3cc(C(=O)NCCc4ccccc4)ccc3c2=O)cc1
4.9 | CCN(CC)c1nc(-c2ccccc2F)nc2ccccc12
3.9 | CN1CCN(C(=O)CSc2nc(-c3ccncc3)ccc2C#N)CC1
-2.7 | CCc1ccccc1NC(=O)N1CCN(Cc2nc3ccc(C)cc3o2)CC1
12.0 | Nn1c(=S)[nH]nc(-c2cccs2)c1=O
1.7 | COCCN(CCOC)C(=O)c1cc2c(=O)n3ccccc3nc2n1C
3.8 | COc1ccc(C(=O)Nc2cc(-c3nc4ncccc4o3)ccc2C)cc1Br
2.7 | CN(CC(=O)N1CCCc2c1c(=O)oc1ccc(O)cc21)C1CCCCC1
11.8 | c1cc(C2CCCCO2)oc1CN1CCc2[nH]nc(C3CCC3)c2C1 (stereo not given)
-2.2 | CC1=NC(=O)NC(c2ccccc2Br)C1C(=O)Nc1ccc(Cl)cc1 (stereo not given)
8.7 | COc1cccc2c(Nc3ccc(C)c(Cl)c3)cc(C)nc12
3.9 | COc1ccc(-c2[nH]ncc2/C=N/NC(=O)c2ccc([N+](=O)[O-])cc2)c(OC)c1
0.3 | Cc1ccc(-c2n[nH]c3c2C(c2cccs2)N(c2ccc(Cl)cc2)C3=O)cc1 (stereo not given)
6.4 | CCOc1ccc(CCNC(=O)c2cc3n(n2)CCCN(Cc2ccc(C)cc2)C3=O)cc1OCC
6.0 | Cn1cncc1C(=O)N1CCc2[nH]nc(CCc3ccccc3)c2C1
-5.5 | O=C(Nc1cc(N2CCOCC2)ncn1)NC1(C(F)(F)F)Oc2ccccc2O1
3.7 | CCN(C1CCCCC1)S(=O)(=O)c1cc(Br)ccc1Br

Remaining list, next part:
RBX1-CUL1 inh | mol
7.6 | Cc1cccc(-c2nc(CN(C)C(C)c3ccon3)c(C)o2)c1 (stereo not given)
8.4 | O=[N+]([O-])c1ccc(N/N=C\c2cn(Cc3ccc4ccccc4c3)c3ccccc23)nc1
1.7 | Cc1nnc(SCc2ccc(F)cc2)n1NCc1c(F)cccc1Cl
1.4 | CC(C)c1ccc(C(=O)N2CCN(Cc3ccco3)CC2)cc1
4.3 | Cc1ccc(C2=C/C(=C/c3ccco3)C(=O)O2)c(C)c1
-4.7 | CC(OS(=O)(=O)c1ccc(Br)cc1)C(F)(F)[N+](=O)[O-] (stereo not given)
5.1 | CN(CCCNC(=O)c1cc2c(Cl)nc3ccccc3c2s1)Cc1ccccc1
-2.6 | Cc1c(C(=O)Nc2cccc(C(F)(F)F)c2)sc2nc[nH]c(=O)c12
2.7 | CCOC(=O)C1=C(C)N=c2s/c(=C\c3ccccc3)c(=O)n2C1c1ccc(OC)c(OCC)c1 (stereo not given)
-8.0 | COc1ccc(NC(=O)CO/N=C(/C)c2cccs2)cc1
7.2 | CC(C)(C)C1CCC2CC(C(=O)O)CC1C2=O (stereo not given)
5.8 | CCCNC(=O)C1CCN(S(=O)(=O)c2cc(C)ccc2C)CC1
-3.1 | CCOC(=O)CSc1nc(C23CC4CC(CC(C4)C2)C3)cc(C(F)(F)F)c1C#N
6.3 | O=C(c1cccc(OC2CCN(Cc3cccc4nonc34)CC2)c1)N1CCCC1
-1.0 | COc1cc(C(C)=O)ccc1OCc1cc(C(=O)N2CCc3ccccc3C2)no1
-1.4 | C=C(C)c1cccc2cccc(C(=O)O)c12
-4.4 | CCn1c(CN2CCN(c3cccc(C)c3)CC2)nc2ccccc21
-3.2 | Cn1c(Cc2ccccc2)nnc1SCc1ccc(C#N)cc1
9.8 | CC(=O)OC(C(=O)Nc1ccccc1Cl)C(OC(C)=O)C(OC(C)=O)C(OC(C)=O)C(=O)Nc1ccccc1Cl (stereo not given)
-1.8 | Cc1ccc(-c2cn3c(n2)sc2cc(C(=O)NCCCc4ccccc4)ccc23)c(C)c1
12.9 | O=C(O)c1ccccc1SC1CC(=O)N(c2ccc(F)cc2)C1=O (stereo not given)
5.8 | COc1ccc(C(=O)Nc2nc(-c3nnn(-c4ccc(C(C)C)cc4)c3C)ns2)cc1
5.4 | CCOC(=O)c1c(NC(=O)CCCOc2ccc(C)cc2)sc2c1CCC(C)C2 (stereo not given)
-0.9 | O=C(c1ccc(Cl)c(Cl)c1)N1CCN(c2cccc(Cl)c2)CC1
1.0 | Cc1ccc(-c2cc(C(F)(F)F)n3ncc(-c4ccccc4)c3n2)cc1
4.1 | O=S(=O)(Nc1ccccn1)c1ccc(OC(F)(F)F)cc1
-6.3 | CC1=NC(=O)NC(c2ccc(O)cc2)C1C(=O)OCC(F)(F)F (stereo not given)
4.2 | CC1CCN(S(=O)(=O)c2cc(C(N)=O)ccc2F)CC1
4.7 | CCOC(=O)c1c(NC(=O)C(C)Oc2ccc(F)cc2)sc2c1CCC2 (stereo not given)
8.4 | CC(=O)Oc1ccc2c(=O)c(-c3cnn(-c4ccccc4)c3)c(C(F)(F)F)oc2c1C
2.9 | CCOc1cc(C2c3c(n[nH]c3C)OC(=N)C2C#N)cc(I)c1OCc1cccc(Cl)c1 (stereo not given)
1.4 | CCc1ccc(/C=C/c2c[nH]c3ccccc23)[n+](CC)c1
-6.9 | O=C(CCC1N=C2c3ccccc3N=C(SCc3ccc(Cl)cc3)N2C1=O)NCCc1ccccc1 (stereo not given)
-2.3 | OCC1(Cc2ccc(F)cc2)CCCN(Cc2ccc(-n3cccn3)cc2)C1 (stereo not given)
4.6 | Cc1cccc(OCCSc2nc3ccccc3[nH]2)c1
-2.6 | CCOc1ccc(-n2c(=O)c3c(C)c(C)sc3n(Cc3cc(=O)n4cc(Cl)ccc4n3)c2=O)cc1
2.9 | O=C(NC(Cc1ccccc1)c1ccc2c(c1)OCCCO2)c1ccco1 (stereo not given)
-8.9 | Cc1ccc(-c2nn(CCC(=O)Nc3ccc(OC(F)(F)F)cc3)c(=O)c3ccccc23)cc1
8.6 | COCc1cc(=O)[nH]c(-c2cccc(CN3CC(N4CCOCC4)C3)c2)n1
1.7 | O=C(/C=C\c1ccccc1)Nc1nccs1

Entries above that have a thiophene ring, fused or not:
RBX1-CUL1 inh | mol
-1.6 | Cc1sc2nc[nH]c(=O)c2c1-c1ccccc1
3.3 | CN1CCN(C(=O)c2cc3nc(-c4cccs4)cc(C(F)(F)F)n3n2)CC1
3.6 | COc1cccc(N2CCN(C(=O)C3CCCN(S(=O)(=O)c4ccc(Br)s4)C3)CC2)c1 (stereo not given)
-3.9 | COc1ccccc1NC(=O)CSc1nc2sc3c(c2c(=O)n1-c1ccc(C)cc1)CCCC3
-7.2 | O=C(C1CCN(S(=O)(=O)c2ccc(Br)s2)CC1)N1CCN(c2ccccc2)CC1
13.9 | CCc1cc2c(=O)n(CC(=O)Nc3ccc(OC)cc3)cnc2s1
-3.4 | COc1cc(OC)c(NC(=O)c2sc3nc4c(cc3c2N)CCCCCC4)cc1Cl
1.9 | COc1cccc(C(=O)c2sc3nc4c(c(-c5cccnc5)c3c2N)CCCC4)c1
12.0 | Nn1c(=S)[nH]nc(-c2cccs2)c1=O
0.3 | Cc1ccc(-c2n[nH]c3c2C(c2cccs2)N(c2ccc(Cl)cc2)C3=O)cc1 (stereo not given)
5.1 | CN(CCCNC(=O)c1cc2c(Cl)nc3ccccc3c2s1)Cc1ccccc1
-2.6 | Cc1c(C(=O)Nc2cccc(C(F)(F)F)c2)sc2nc[nH]c(=O)c12
-8.0 | COc1ccc(NC(=O)CO/N=C(/C)c2cccs2)cc1
5.4 | CCOC(=O)c1c(NC(=O)CCCOc2ccc(C)cc2)sc2c1CCC(C)C2 (stereo not given)
4.7 | CCOC(=O)c1c(NC(=O)C(C)Oc2ccc(F)cc2)sc2c1CCC2 (stereo not given)
-2.6 | CCOc1ccc(-n2c(=O)c3c(C)c(C)sc3n(Cc3cc(=O)n4cc(Cl)ccc4n3)c2=O)cc1

(more compounds)
RBX1-CUL1 inh | mol
6.1 | C=CCn1c(=S)[nH]c2sc3c(c2c1=O)CCCCC3
1.0 | CN(C)CCNC(=O)C1CCN(c2ncnc3c2nc2n3CCCCC2)CC1
-4.7 | COc1ccccc1CNC(=O)CN1C(=O)CSc2ccc(S(=O)(=O)N(C)C)cc21
4.0 | O=c1[nH]c(CN2CCN(Cc3ccc4c(c3)OCO4)CC2)nc2ccccc12
-2.0 | CCCCS(=O)(=O)c1oc(-c2ccc(F)cc2)nc1S(=O)(=O)c1ccccc1
-1.3 | CCOc1ccc(/C=C/c2nc3ccccc3n2S(=O)(=O)c2ccc(Br)cc2)cc1
-3.3 | CC(=O)c1ccc(N2CCN(S(=O)(=O)c3ccc4[nH]c5c(c4c3)CCCCC5)CC2)cc1
-4.4 | CN1CCN(C(=S)c2cccs2)CC1
2.7 | CN(C)c1ccc(NC(=O)c2ccc(S(=O)(=O)N3CCOCC3)cc2)cc1
11.5 | CCCCN1C(=O)C(NC(=O)c2ccccc2)(C(F)(F)F)C2=C1CC(C)(C)CC2=O (stereo not given)
-0.3 | CCCS(=O)(=O)c1nc(S(=O)(=O)c2ccc(C)cc2)c(NCc2ccccc2Cl)s1
-5.0 | CC(C)OC(=O)c1c(-c2ccccc2)csc1NC(=O)c1ccccc1
-2.7 | CCOc1cc(C(=O)Nc2ccccc2Oc2ccccc2)cc(OCC)c1OCC
0.3 | C#CC(C)(CC)NC(=O)c1cnn2c(C(F)F)cc(-c3ccccc3OC)nc12 (stereo not given)
-4.0 | O=c1c(S(=O)(=O)c2ccccc2)cn(Cc2ccc(F)cc2)c2cc(N3CCOCC3)c(F)cc12
6.2 | CCc1ccc(/C=N/NC(=O)CNc2cccc(Br)c2)cc1
8.5 | CC1(C)CC(CN2CCc3onc(-c4ccccc4F)c3C2)CCO1 (stereo not given)
12.5 | FC(F)(F)c1cccc(NCc2n[nH]c(=S)n2-c2ccccc2)c1
-1.0 | CC(=O)N1CCC(NCc2cccnc2Oc2ccccc2F)CC1
0.0 | CCCN1CCN(CC(=O)Nc2cccc(OC)c2)CC1
2.3 | O=[N+]([O-])c1cc2c(cc1/C=N/n1c(-c3ccccc3)n[nH]c1=S)OCO2
8.9 | Cc1ccc2oc(-c3cccc(NC(=O)c4ccc(N5CCC(C)CC5)c([N+](=O)[O-])c4)c3)nc2c1
2.2 | O=C(CCc1ccccc1)Nc1ccc(N2CCC(NCCCOc3cccnc3)CC2)cc1
